CD40 NFkB inh – CD40 pathway inhibition in BL2 cells. BL2 NF-kB luciferase reporter, CD40L-induced, 4 h. inhibition, % at 10 µM. 83,000 compounds, 0.94% hits;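 active = mean inhibition of at least 50% with a set share of replicates also reaching that level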;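 note: 0% = neutral control wells and 100% = IKK inhibitor VII at 50 µM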
An asterisk follows results filed as active; & = joins results of further samples; [ ] = another dose, or the depositor's remark. Some of the compounds tested; rates above refer to the full screens.

SMILES	CD40 NFkB inh
CCC1C2Cc3ccc(O)cc3C1(CC)CCN2C (stereo not given)	-4.0
COc1cc(C2c3cc4c(cc3CC3COC(=O)C32)OCO4)cc(OC)c1O (stereo not given)	-44.6
O=C(c1ccc(Cl)cc1)C1CCCN(C2CCSCC2)C1 (stereo not given)	4.6
CN(C)c1cccc2c(C#N)ccc(N(C)C)c12	-3.6
O=C(Cc1cccnc1)N1CCCCN2[C@H](CO)[C@H](c3ccc(C#CC4(O)CCCC4)cc3)[C@@H]2C1	12.3[25 µM]
COc1ccccc1CN1[C@H](CO)[C@@H](c2ccccc2)C12CN(C(=O)Cc1ccccc1)C2	14.8[25 µM]
OC12C3C4CC5C6C4C1C6C(C53)N2CCc1cccc(F)c1 (stereo not given)	6.0[25 µM]
CCOc1cncc(/C=C/CCNC)c1	-6.4[25 µM]
COc1cc(/C=C2\C[C@H]3[C@@H]4CC=C5C[C@@H](N6CCCC6)CC[C@]5(C)[C@H]4CC[C@]3(C)[C@H]2O)cc(OC)c1OC	14.2
Cc1c2ccncc2c(C)c2c1[nH]c1ccccc12	-87.5
NCCc1nc2ccccc2s1	13.8
Nc1ccccc1C(=O)OC1CSC1	-0.7

SMILES	CD40 NFkB inh
CC(=O)C1=C(C)OC(N)=C(C(=O)OC(C)C)C12C(=O)Nc1ccccc12 (stereo not given)	5.5
C(=C\c1ccccc1)/CN1CCN(CCOC(c2ccccc2)c2ccccc2)CC1	-1.4&-9.3[25 µM]
CN1C[C@H](CNC(=O)OCc2ccccc2)C[C@@H]2c3cccc4c3c(cn4C)C[C@H]21	-15.4
c1cc(-c2ccc(C3[C@H]4CNC[C@@H]3N4CC3CC3)cc2)ccn1 (stereo not given in full)	-5.3
Cc1ccc(OC(=O)N(C)C[C@@H]2OCc3ccccc3-c3c(n(C)c4ccccc34)C(=O)N([C@H](C)CO)C[C@@H]2C)cc1	-8.2[25 µM]
Clc1ccc(C2=CCCC3CCC2N3)cn1 (stereo not given)	-13.6[25 µM]
NCC(O)c1ccc(O)cc1 (stereo not given)	13.5
CC(=O)NN1C(=O)c2ccccc2NC1c1cccnc1 (stereo not given)	2.9
Cn1cc2c([N+](=O)[O-])cc([N+](=O)[O-])cc2n1	8.4
C[C@]12CCC(=O)C=C1CCC1C2CC[C@@]2(C)C1CC[C@@]2(O)CC#N (stereo not given in full)	-11.6
O=C(CCc1nnc2ccc(NCc3ccccc3)nn12)N1CCC2(CC1)OCCO2	4.8
O=C(O)CSC(=S)N1CC2CC(C1)c1cccc(=O)n1C2 (stereo not given)	0.4

SMILES	CD40 NFkB inh
C[N+]1(C)CCOC(O)(c2ccc(-c3ccc(C4(O)C[N+](C)(C)CCO4)cc3)cc2)C1 (stereo not given)	-8.4
CCC(=O)N1[C@@H]2c3ccc(C4=CCCC4)c(=O)n3C[C@H]1[C@H](CO)[C@H]2C(=O)OC	8.9[25 µM]
CCOc1cc(C(=O)N2CCC3(CC2)OCCO3)cc(OCC)c1OCC	-2.0
Cc1nc(Cl)sc1C(=O)Nc1ccc2ccccc2c1	-90.5
O=C(c1ccccc1)c1cn(CC(=O)N2CCOCC2)c2ccccc12	11.4
CCOC(=O)c1c(-n2c(C)cc(C=C3C(=O)NC(=S)NC3=O)c2C)sc2c1CCCC2	9.7
CC12CCC(=O)C=C1CC(O)C1C2CCC2(C)C1CCC2(C)O (stereo not given)	6.0
CCC1(CC)C(=O)C=CNC1=O	3.5
CCn1ccnc1CN1CCCC(C(=O)c2ccc(OC)cc2OC)C1 (stereo not given)	4.5
Cc1cc(Cl)ccc1OC(C)C(=O)O (stereo not given)	12.2
CN(C)CC#Cc1ccc([C@@H]2[C@@H](CO)N3CCCCN(C(=O)Cc4ccccn4)C[C@@H]23)cc1	-4.3[25 µM]
O=C1CNC[C@@H]2[C@@H](c3ccc(Br)cc3)[C@@H](CO)N12	0.3[25 µM]

SMILES	CD40 NFkB inh
S=c1[nH]c2ccccc2[nH]1	3.0
COC(=O)c1ccc(CN2CCSC2=N)cc1	1.1
N#Cc1ccc(Cn2cc(C(=O)c3ccco3)c3ccccc32)cc1	-20.8
CC12C(C(=O)O)C1(c1ccccc1)C2C(=O)O (stereo not given)	-4.0
COc1ccc2nc3oc(C(=O)N4CCC5(CC4)OCCO5)cc3cc2c1	-12.6
CN(C)C(=O)Oc1ccc(Br)c2ccccc12	4.2
O=C(C(Cc1ccccc1)NS(=O)(=O)c1ccc(F)cc1)N1CCC2(CC1)OCCO2 (stereo not given)	11.6
O=C(CN1CCCCC1)c1ccccc1F	4.3
CC(=NCc1cccnc1)c1c(O)n(-c2ccccc2)c(=O)[nH]c1=O	7.7
COc1ccccc1OCC#CCN1CCCC1	1.4
CC=C(C)C(=O)OC1CCN2CC=C(COC(=O)C(O)(C(C)OC)C(C)(C)O)C12 (stereo not given)	-14.1
O=C(Cc1ccncc1)N1CCCCN2[C@H](CO)[C@@H](c3ccc(-c4ccncc4)cc3)[C@H]2C1	5.6[25 µM]

SMILES	CD40 NFkB inh
O=C(Cc1ccccn1)N1CCCCN2[C@H](CO)[C@@H](c3ccc(Br)cc3)[C@H]2C1	5.9[25 µM]
CC(C)C1(NC(=O)C2CC3c4cccc5[nH]cc(c45)CC3N(C)C2)OC2(O)C3CCCN3C(=O)C(Cc3ccccc3)N2C1=O (stereo not given)	1.0[25 µM]
COc1cc2c(cc1O)C(CCc1ccc(Cl)cc1)N(C)CC2 (stereo not given)	1.1[25 µM]
Cc1ccc(OC(=O)N(C)C[C@@H]2OCc3ccccc3-c3c(n(C)c4ccccc34)C(=O)N([C@@H](C)CO)C[C@@H]2C)cc1	15.0[25 µM]
O=C(Cc1ccccn1)N1CCCCN2[C@H](CO)[C@H](c3ccc(Br)cc3)[C@@H]2C1	3.4[25 µM]
CCCOP(=O)(OCCC)C(NC(=O)c1cc(OC)c(OC)c(OC)c1)c1ccccc1 (stereo not given)	4.7
Cc1[nH]c2ccc(Cl)cc2c1C1=CCNCC1	0.3[25 µM]
Cc1ccc(C2(O)CN3CCC2CC3)cc1 (stereo not given)	12.0
Cc1cccc(NC(=O)CN2CCN(C(=O)COc3cccc(Br)c3)CC2)c1C	5.8
CC1(C)Cc2c(C#N)c(N3CCNCC3)nc(-c3ccco3)c2CS1	1.8
O=C(c1ccccc1)c1ccc(N=Nc2c(O)[nH]c(=O)[nH]c2=O)cc1	-24.4
c1ccc(CCN2CCC3(CC2)OCCO3)cc1	25.0

SMILES	CD40 NFkB inh
COc1cccc(-c2ccc([C@@H]3[C@H](CO)N4CCCCN(C(=O)Cc5ccncc5)C[C@@H]34)cc2)c1	-17.3[25 µM]
COc1cc(OC)c2c(c1)O[C@@H](c1ccc(OC)c(OC)c1)[C@H](O)C2	-4.8
CCCC12CN3CCN(CC(C3)/C1=N\NC(=O)c1ccncc1)C2	10.9
CC1(C)C2CC=C(CN3CCC(O)CC3)C1C2 (stereo not given)	15.5
Cn1nccc1C(=O)N1CCC2(CC1)OCCO2	3.1
COC(=O)[C@H]1[C@H](CO)[C@H]2Cn3c(ccc(-c4cccc(C(=O)N(C)C)c4)c3=O)[C@@H]1N2C(=O)NC(C)C	-2.7[25 µM]
CCN(C(=O)COC(=O)c1cc(C)n(C2CC2)c1C)c1ccccc1	6.4
CC1OC(C[N+](C)(C)C)CC1O (stereo not given)	1.6
Nc1ccc(C2(c3ccc(N)cc3)CCCCC2)cc1	5.5
CCCCn1c(=O)c(C(=O)Nc2cnccn2)c(O)c2ccccc21	19.4
Cc1ccc(S(=O)(=O)N(C)CCCC(=O)N2CCN(c3ccccn3)CC2)cc1	12.5
CN(C)Cc1ccccc1OC(=O)N(C)C	4.9

SMILES	CD40 NFkB inh
CC1CN1P(=O)(Oc1ccc2ccccc2c1)N1CC1C (stereo not given)	-6.8
CC(C)CC12CN3CCN(CC(C3)C1O)C2 (stereo not given)	20.5
N[C@@H](Cc1c[nH]c2ccccc12)c1nnc(SCc2ccccc2)o1	0.5
Cc1cc(C)c2c(c1)NP(=S)(c1ccccc1)N2 (stereo not given)	-66.1
O=C1CNC[C@H]2[C@H](c3ccc(Br)cc3)[C@@H](CO)N12	-5.7[25 µM]
CCCC12CN3CC(CCC)(CN(C1)C3c1ccccn1)C2=O (stereo not given)	11.0
Cc1nn(-c2ccccc2)c2c1CC1(C(=O)N(C)C(=O)N(C)C1=O)C1CCCCN21 (stereo not given)	7.0
C=CCCC1(CC)C(=O)NC(=S)NC1=O	17.1
O=C1CCCC2=C1C(c1cccnc1)Nc1ccccc1N2 (stereo not given)	-51.3
C[C@@H]1CC2(CCCC[N+]2(C)C)C[C@H]1C	9.2
CN1C2CCC1CC(OC(=O)c1ccc(Cl)cc1)C2 (stereo not given)	-8.8
C[C@]12CCC(=O)C=C1CC[C@@H]1[C@@H]2C(=O)C[C@]2(C)C(=O)CC[C@@H]12	8.0

Rewritten with each value named: 4 of the compounds above
CN(C)c1cccc2c(C#N)ccc(N(C)C)c12
  CD40 NFkB inh: -3.6

CCC1(CC)C(=O)C=CNC1=O
  CD40 NFkB inh: 3.5

O=C(C(Cc1ccccc1)NS(=O)(=O)c1ccc(F)cc1)N1CCC2(CC1)OCCO2 (stereo not given)
  CD40 NFkB inh: 11.6

CC1(C)C2CC=C(CN3CCC(O)CC3)C1C2 (stereo not given)
  CD40 NFkB inh: 15.5

Following part
SMILES	CD40 NFkB inh
CCn1cc(CN2CCCC(C(=O)c3cccc(OC)c3)C2)c(C)n1 (stereo not given)	2.7
C[C@H]1CN([C@@H](C)CO)C(=O)c2c(c3ccccc3n2C)-c2ccccc2CO[C@H]1CN(C)C(=O)Oc1ccccc1	10.8
CCN(CC)Cc1c[nH]c2ccccc12	5.8
O=C1NC(=O)C(=Cc2ccccc2[N+](=O)[O-])C(=O)N1	15.1
CCN(CC)C(=O)c1ccc(NC(=O)c2ccc(N3CCCC3=O)cc2)cc1	15.8
Cc1[nH]c2ccccc2c1CCNCc1ccco1	7.6
NC(=NCCc1ccc(I)cc1)SCCCc1cnc[nH]1	12.1[25 µM]
COc1ccc2c(c1)CC1(CN2C)C(=O)NC(=O)N(c2ccc(F)cc2)C1=O (stereo not given)	5.9
O=C1Nc2ccccc2Oc2ccccc21	8.3
CC(C)CC(=O)Nc1ccc(S(=O)(=O)N2CC3CC(C2)c2cccc(=O)n2C3)cc1 (stereo not given)	-2.2
C[C@H]1CN([C@@H](C)CO)C(=O)CCCn2nncc2CO[C@@H]1CN(C)C(=O)Oc1ccccc1	-1.1
COc1ccc(-n2c(-c3ccccc3F)nc3ccccc3c2=O)cc1	8.6

SMILES	CD40 NFkB inh
COC(=O)[C@@H]1[C@@H](CO)[C@@H]2Cn3c(ccc(-c4cccc(F)c4)c3=O)[C@H]1N2Cc1ccncc1	2.2[25 µM]
O=C(Cc1ccc([N+](=O)[O-])cc1)N1CCN(Cc2ccc3c(c2)OCO3)CC1	3.1
COc1ccc(-c2ccc(OC)c(OC)c2OC)cc1	3.4
C=C1[C@@H](C)[C@H]2[C@H](Cc3ccccc3)NC(=O)[C@]23OC(=O)/C=C/[C@H](O)CCC[C@@H](C)C/C=C/[C@H]3[C@@H]1O	-2.1
CN1[C@@H]2CCC[C@H]1CC(=O)C2	9.1
Cc1[nH]c2ccccc2c1CCN	15.7
O=C1NC(=O)C(Cc2ccccc2)(Cc2ccccc2)C(=O)N1Cc1ccccc1	4.9
O=C1C(=Cc2ccccc2)N2CCC1CC2	2.2
COc1ccc2c(c1)c(C(=O)CN1CCN(C)CC1)c(C)n2Cc1ccccc1	4.4
C#CCN(C)C(C)Cc1ccccc1 (stereo not given)	10.1
CC(C)(C)c1o[nH]c(=O)c1CC(N)C(=O)O (stereo not given)	1.9[25 µM]
O=C1C2CCN(CC2)C1Cc1ccc(OCCOc2ccccc2)cc1 (stereo not given)	3.9

Single values from the list.
CC1CN1P(=O)(Oc1ccc2ccccc2c1)N1CC1C (stereo not given) | CD40 NFkB inh = -6.8
COc1ccc2c(c1)c(C(=O)CN1CCN(C)CC1)c(C)n2Cc1ccccc1 | CD40 NFkB inh = 4.4
COc1ccc2c(c1)CC1(CN2C)C(=O)NC(=O)N(c2ccc(F)cc2)C1=O (stereo not given) | CD40 NFkB inh = 5.9

Other records.
SMILES	CD40 NFkB inh
CCC(COC(=O)NC)NC(=O)Oc1ccccc1 (stereo not given)	3.7
COc1ccc(C(=O)C2CN(C)CC2C(=O)c2ccc(OC)cc2)cc1 (stereo not given)	0.5
COc1cc2c(c(OC)c1O)-c1ccc(OC)c(=O)cc1C(NC(=O)C(F)(F)F)CC2 (stereo not given)	-7.1
O=C1CC(=O)N(c2ccccc2)C(=O)N1c1ccccc1	-10.2
CC(C)[C@]12CC(=O)[C@H](C)[C@H]1C2	-21.9
OCC12CO[C@@H]3c4ccccc4[C@H](OC1)N32 (stereo not given in full)	6.6
CC(C)(C)c1ccc(C(=O)C2CCCN(C3CCC3)C2)cc1 (stereo not given)	0.9
O=C(Nc1ccccc1OC(=O)N1CCOCC1)N1CCOCC1	6.4
O=C(C1CC(=O)N(C2CCCC2)C1)N1CCC2(CC1)OCCO2 (stereo not given)	4.5
CC(=O)c1cn(CC(=O)NCCc2c[nH]c3ccccc23)c2ccccc12	6.7
Cc1ccccc1N1CCN(C2CCCN(C(=O)Cc3c(C)noc3C)C2)CC1 (stereo not given)	0.3
O=C(Cc1ccccn1)N1CCCCN2[C@H](C1)[C@@H](c1ccc(Br)cc1)[C@@H]2CO	0.2[25 µM]

SMILES	CD40 NFkB inh
CN(C)C1(CNC(=O)c2ccc(NS(=O)(=O)c3ccc(Cl)c(Cl)c3)cc2)CCCCC1	-11.0
C[C@@H]1CN([C@H](C)CO)C(=O)CCCn2nncc2CO[C@@H]1CN(C)C(=O)Oc1ccccc1	-0.1
O=C1CCCN1C(=O)c1cncc(Br)c1	3.1
CCOC(=O)C1(c2ccccc2)CCN(CCC(=O)Nc2ccc(F)cc2)CC1	-1.4
CCSc1nnc(C(N)Cc2ccccc2)o1 (stereo not given)	-40.4
Nc1c2c(nc3sc4c(c13)CCCCC4)CCCC2	-97.0
CN1C(=O)C(C2CCCCC2)C(=O)N(C)C1=O	-1.6
CN1CCc2nc3sc(C#N)c(N)c3c(-c3cccs3)c2C1	-4.6

Screens (PubChem)
